SARS 3CLpro inh: SARS-CoV 3CLpro protease inhibition | P0C6X7 | recombinant SARS-CoV 3CLpro, quenched FRET peptide cleavage | inhibition, % at 6 µM | 290,000 compounds, 0.14% hits | AID 1706; in the data active = inhibition above about 12%
DUSP3 inh: inhibitors of human VHR1 phosphatase (DUSP3); recombinant VHR phosphatase, pNPP absorbance; inhibition, % at 13.3 µM; AID 1654; P51452; 290,000 compounds, 0.52% hits; in the data active = inhibition above about 50%; also: some compounds called inactive have numbers as strong as hits
Target sequence (P51452 whole entry, looked up): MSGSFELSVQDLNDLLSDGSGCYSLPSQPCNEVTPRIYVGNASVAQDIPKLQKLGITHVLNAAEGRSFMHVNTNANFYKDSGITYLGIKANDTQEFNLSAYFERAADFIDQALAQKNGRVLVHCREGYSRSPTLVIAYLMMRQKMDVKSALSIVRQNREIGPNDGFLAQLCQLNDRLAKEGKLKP
PfHsp40 rescue: compounds rescuing yeast from Plasmodium falciparum HSP40 toxicity | growth rescue, % at 12.5 µM | S. cerevisiae expressing PfHsp40, growth rescue, ATP luminescence | 340,000 compounds, 0.68% hits; in the data active = growth rescue above about 28%, passing the limit was not always enough;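 also: yeast W303a lacking pdr1 and pdr3 grown in galactose medium; growth measured after three days at 30 °C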
Rv3671c inh: inhibitors of M. tuberculosis serine protease Rv3671c | 320,000 compounds, 0.048% hits | AID 2606 | P9WHR9 | inhibition, % at 5.96 µM; in the data active = inhibition above about 38%;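 also: extracellular domain of Rv3671c used as enzyme; 0% = enzyme with DMSO and 100% = no enzyme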
TcdB inh: TcdB glycohydrolase inhibition | TcdB glycohydrolase enzymatic assay, plate reader | inhibition, % at 9.99 µM | 350,000 compounds, 0.24% hits | AID 652162; in the data active = inhibition above about 10%
MazF activator: activators of E. coli MazEF toxin-antitoxin RNase; P0AE70; FAM/BHQ RNA-DNA oligo cleavage fluorescence, 5 h; activation, % at 20 µM; 350,000 compounds, 0.32% hits; AID 504720; in the data active = activation above about 50%
Y pestis TopoI: inhibitors of Yersinia pestis topoisomerase I; AID 504884; activity, % at 10 µM; 360,000 compounds, 0.064% hits; Y. pestis Topo-I cleavage product accumulation, plate reader; in the data active = activity above about 50%, passing the limit was not always enough; also: inactives centre near 2
Vc quorum ag: induces V. cholerae light production without autoinducers; V. cholerae BH1578 lux reporter, luminescence, 6 h; activation, % at 18.7 µM; 350,000 compounds, 0.16% hits; AID 588436; in the data active = activation mostly above about 9.7%, no sharp cut-off; also: not every result past the cut was called active; inactives centre near 0; reference of the scale not given here
PriA SSB inh: K. pneumoniae PriA-SSBct interaction inhibition; AlphaScreen SSBct-PriA binding, biotinylated peptide; 430,000 compounds, 0.6% hits; inhibition, % at 33 µM; in the data active = inhibition mostly above about 37%, no sharp cut-off; inactive = mostly below about 20%;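 also: plate controls were negative control peptide for no effect and reference peptide for full effect; strong numbers were not always called active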
Anthrax LF prot: blocks Bacillus anthracis lethal factor protease | multiplex microsphere protease cleavage assay, LF | P15917 | inhibition, % at 10 µM | 360,000 compounds, 0.12% hits | AID 588501; in the data active = inhibition above about 30%; also: plate controls were buffer without enzyme for full effect and enzyme alone for no effect
Target sequence (P15917 whole entry, looked up): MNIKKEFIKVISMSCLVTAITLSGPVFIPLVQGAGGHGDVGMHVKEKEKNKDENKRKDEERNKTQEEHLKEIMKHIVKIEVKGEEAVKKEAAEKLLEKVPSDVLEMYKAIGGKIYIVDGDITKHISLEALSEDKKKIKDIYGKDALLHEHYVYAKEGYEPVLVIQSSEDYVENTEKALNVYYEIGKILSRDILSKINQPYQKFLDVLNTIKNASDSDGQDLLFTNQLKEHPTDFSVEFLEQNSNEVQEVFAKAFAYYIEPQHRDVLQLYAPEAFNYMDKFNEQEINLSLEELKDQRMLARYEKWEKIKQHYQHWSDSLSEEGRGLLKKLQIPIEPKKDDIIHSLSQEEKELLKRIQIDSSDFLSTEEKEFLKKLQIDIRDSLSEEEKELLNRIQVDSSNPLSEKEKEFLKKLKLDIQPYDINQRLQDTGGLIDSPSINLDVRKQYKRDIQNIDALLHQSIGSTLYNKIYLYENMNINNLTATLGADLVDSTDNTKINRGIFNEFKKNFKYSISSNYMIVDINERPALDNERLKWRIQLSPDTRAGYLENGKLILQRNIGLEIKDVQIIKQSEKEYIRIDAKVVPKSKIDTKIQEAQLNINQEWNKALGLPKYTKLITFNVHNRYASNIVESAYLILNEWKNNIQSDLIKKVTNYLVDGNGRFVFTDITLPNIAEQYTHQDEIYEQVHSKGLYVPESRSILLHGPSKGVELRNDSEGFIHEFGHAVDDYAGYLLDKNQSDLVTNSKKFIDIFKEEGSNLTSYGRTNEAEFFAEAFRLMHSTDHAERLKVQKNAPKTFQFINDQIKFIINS
Active calls of the source: *; i = inactive; nt = no result given; & = joins results of further samples.

SMILES | SARS 3CLpro inh | DUSP3 inh | PfHsp40 rescue | Rv3671c inh | TcdB inh | MazF activator | Y pestis TopoI | Vc quorum ag | PriA SSB inh | Anthrax LF prot
O=C(Nc1sc2c(c1C(=O)NC1CC1)CCCCCC2)c1ccco1 | 2 | -10 | 1.1 | -3 | nt | -3 | 4 | -5.6 | -7 | -1
NC(=NC(=O)c1ccccc1)C1=C(O)CCC1=O | -1 | -6 | -1.7 | -5 | nt | -4 | 5 | i | -6 | -2
CCOC(=O)c1ccc(NC(=O)c2c(Cl)cc(C)nc2C)cc1 | 1 | -13 | -0.1 | -3 | 0.9 | 8 | -2 | -0.4 | -2 | nt
COC(=O)C1=C(C(=O)OC)[C@@H]2N(Cc3ccccc3)c3ccccc3[C@@]23C[C@@H](C(=O)OC)N(C(C)=O)C3=N1 | nt | -12 | 0.5 | 10 | 0.9 | -3 | 7 | i | 12 | -6
CC(C(=O)N1CCc2ccccc21)N1CCN(Cc2ccccc2)CC1 (stereo not drawn) | 2 | 21 | -0.3 | 12 | 2.6 | 6 | 6 | i | -8 | -6
CC(C)C[C@@H]1NC(=O)[C@H](Cc2ccccc2)N(C)C(=O)[C@H](C)NC(=O)c2ccccc2NC(=O)[C@H](Cc2ccc(O)cc2)N(C)C1=O | nt | 10 | 1.1 | -39 | 0.9 | -15 | 29 | -0.4 | 6 | -4
Cc1ccc(C(=O)Nc2ccc3c(c2)OCO3)cc1Cl | 2 | 6 | 1.6 | -6 | -0.6 | nt | 14 | -0.4 | nt | 3
COc1ccccc1N(Cc1cc(=O)[nH]c2ccccc12)C(C)=O | 1 | -20 | -2.0 | 4 | -0.8 | 10 | -9 | 1.1 | 10 | 4
Cc1ccccc1NC(=O)CSc1nc2ccccc2c(=O)n1C | 1 | -1 | -1.8 | nt | 0.8 | 10 | 4 | i | -9 | 2
O=C1CC(c2ccccc2)CC(O)=C1C=NCCN1CCN(C(=O)Cc2ccccc2)CC1 (stereo not drawn) | -7 | 12 | 3.5 | 8 | nt | 4 | 33 | i | -5 | 3
CC1=C(C#N)C(NC(=O)c2ccco2)(C(F)(F)F)C(=O)N1 (stereo not drawn) | 0 | -4 | -1.3 | -8 | 0.9 | 6 | -1 | i | 6 | -1
O=C(CN1CCC2(CC1)OCCO2)c1c[nH]c2ccccc12 | -8 | 9 | nt | -8 | nt | -3 | nt | nt | -11 | nt
CC1=CC(C)C(C(=O)O)C(C(=O)Nc2cccnc2)C1 (stereo not drawn) | 1 | -8 | 0.8 | -3 | -0.6 | -3 | 13 | -0.2 | -2 | 0
COCCCNc1nc2c(-c3cccc(C)c3)nnn2c2ccc(Cl)cc12 | 10 | 10 | -1.9 | 4 | 0.7 | 6 | 0 | -5.6 | -11 | 6
CCOC(=O)c1ccccc1NC(=O)CN(c1ccccc1OC)S(C)(=O)=O | 0 | 11 | -1.0 | -2 | nt | 1 | 21 | i | -2 | -1
COc1ccc(S(=O)(=O)N2CCCCC2)cc1NC(=O)CCCOc1ccc(C)cc1 | nt | nt | -0.4 | -1 | -0.9 | -8 | 29 | i | -14 | -16
CCOc1ccc(S(=O)(=O)N(CC(=O)Nc2cc(C)on2)Cc2ccccc2Cl)cc1 | -4 | 14 | 4.9 | -16 | nt | -7 | 16 | i | -21 | -5
Cc1ccc(Cn2c(SCC(=O)N(C)C3CCS(=O)(=O)C3)nc3ccccc3c2=O)cc1 (stereo not drawn) | nt | nt | -0.6 | 24 | -0.1 | -7 | 17 | -0.3 | -12 | -1
NC(=O)c1ccccc1NC(=O)CC12CC3CC(CC(Br)(C3)C1)C2 | 0 | 2 | -1.0 | 5 | 0.0 | 1 | 0 | i | -2 | -2
OCC1(CCc2ccccc2)CCN(Cc2c(F)ccc(F)c2F)CC1 | -2 | 30 | -0.5 | -5 | 0.6 | 3 | 20 | -0.2 | -3 | -2
C[C@@H]1CN([C@H](C)CO)C(=O)CCCn2nncc2CO[C@H]1CN(C)C(=O)c1cc(-c2ccccc2)on1 | nt | nt | nt | nt | 0.0&-0.9 | 1 | 9 | 2.4 | nt | 2
COc1cc(OC)c(C(=O)OCC(=O)N2CCN(S(=O)(=O)c3ccc(C)cc3C)CC2)cc1OC | nt | nt | -0.8 | nt | 1.6 | 9 | 16 | -2.7 | -2 | -16
O=c1nc(NO)ccn1C1CCCO1 (stereo not drawn) | nt | nt | 6.1 | nt | -2.5 | 7 | 2 | i | -7 | 3
Cc1ccc(NC(=O)Nc2c(C)[nH]c(=O)[nH]c2=O)cc1Cl | -3 | 22 | 0.3 | -8 | -0.2 | 9 | 8 | -0.5 | -14 | 5
COc1ccc(S(=O)(=O)N2CCN(c3ccc(F)cc3)CC2)cc1C(=O)N1CCOCC1 | 3 | 14 | -0.2 | -17 | 0.2 | 5 | 5 | -0.1 | -3 | -4
Cc1ccc(NC(=O)c2noc3c2CCC3)cc1C | 2 | 36 | 0.7 | nt | -1.8 | 5 | 2 | -0.5 | -2 | -3
CC(O)CNc1nc2ccccc2n1-c1ncnc2sc3c(c12)CCC3 (stereo not drawn) | 2 | 7 | 0.6 | 0 | nt | 4 | -7 | i | 15 | -4
O=C1C=C(NNC(=O)c2cccnc2)CC(c2ccco2)C1 (stereo not drawn) | 5 | 12 | -1.8 | -1 | -2.1 | 0 | -18 | -0.3 | 3 | -2
CC(=O)Nc1ccc(C(=O)N/C(=C\c2ccccc2)C(=O)Nc2cccc(C(=O)O)c2)cc1 | 0 | 37 | -0.4 | -3 | -0.7 | 5 | -2 | i | -9 | -2
CCN(C(=O)COC(=O)c1ccccc1Oc1ccccc1)c1c(N)n(Cc2ccccc2)c(=O)[nH]c1=O | nt | nt | 1.6 | nt | 0.6 | -1 | 23 | -1.1 | 1 | -10

Eleven of the compounds above, with two lines to a compound:
Every second line gives: SARS 3CLpro inh	DUSP3 inh	PfHsp40 rescue	Rv3671c inh	TcdB inh	MazF activator	Y pestis TopoI	Vc quorum ag	PriA SSB inh	Anthrax LF prot
- OCC1(CCc2ccccc2)CCN(Cc2c(F)ccc(F)c2F)CC1
  -2	30	-0.5	-5	0.6	3	20	-0.2	-3	-2
- C[C@@H]1CN([C@H](C)CO)C(=O)CCCn2nncc2CO[C@H]1CN(C)C(=O)c1cc(-c2ccccc2)on1
  nt	nt	nt	nt	0.0&-0.9	1	9	2.4	nt	2
- COc1cc(OC)c(C(=O)OCC(=O)N2CCN(S(=O)(=O)c3ccc(C)cc3C)CC2)cc1OC
  nt	nt	-0.8	nt	1.6	9	16	-2.7	-2	-16
- O=c1nc(NO)ccn1C1CCCO1 (stereo not drawn)
  nt	nt	6.1	nt	-2.5	7	2	i	-7	3
- Cc1ccc(NC(=O)Nc2c(C)[nH]c(=O)[nH]c2=O)cc1Cl
  -3	22	0.3	-8	-0.2	9	8	-0.5	-14	5
- COc1ccc(S(=O)(=O)N2CCN(c3ccc(F)cc3)CC2)cc1C(=O)N1CCOCC1
  3	14	-0.2	-17	0.2	5	5	-0.1	-3	-4
- Cc1ccc(NC(=O)c2noc3c2CCC3)cc1C
  2	36	0.7	nt	-1.8	5	2	-0.5	-2	-3
- CC(O)CNc1nc2ccccc2n1-c1ncnc2sc3c(c12)CCC3 (stereo not drawn)
  2	7	0.6	0	nt	4	-7	i	15	-4
- O=C1C=C(NNC(=O)c2cccnc2)CC(c2ccco2)C1 (stereo not drawn)
  5	12	-1.8	-1	-2.1	0	-18	-0.3	3	-2
- CC(=O)Nc1ccc(C(=O)N/C(=C\c2ccccc2)C(=O)Nc2cccc(C(=O)O)c2)cc1
  0	37	-0.4	-3	-0.7	5	-2	i	-9	-2
- CCN(C(=O)COC(=O)c1ccccc1Oc1ccccc1)c1c(N)n(Cc2ccccc2)c(=O)[nH]c1=O
  nt	nt	1.6	nt	0.6	-1	23	-1.1	1	-10

More records follow.
SMILES | SARS 3CLpro inh | DUSP3 inh | PfHsp40 rescue | Rv3671c inh | TcdB inh | MazF activator | Y pestis TopoI | Vc quorum ag | PriA SSB inh | Anthrax LF prot
COCCn1c(CN(Cc2ccccc2)Cc2ccccc2)nc2c1c(=O)n(C)c(=O)n2C | -5 | -16 | 0.7 | 2 | nt | 4 | 30 | -0.2 | -10 | -2
CSCC[C@H](NC(=O)N1CCn2c1nc1ccccc12)C(=O)NC1CC1 | -3 | 16 | 0.4 | -12 | -0.1 | -2 | -9 | -0.2 | 8 | -4
CCCCCc1nc2c(c3c1CCCC3)CCCC2 | 3 | 20 | nt | -5 | 0.0 | -16 | nt | nt | -8 | nt
Cc1ccccc1NC(=O)/C(C#N)=C\c1ccsc1 | 1 | 8 | -1.1 | -12 | -0.1 | 4 | 2 | -0.4 | -6 | -1
CCN(C(=O)c1cc2c(s1)-c1ccccc1S(=O)(=O)C2)c1cc(OC)ccc1OC | 0 | 6 | -0.5 | 2 | 6.7 | 7 | 29 | -0.2 | 10 | -8
CC(C)NS(=O)(=O)c1ccc(OCC(=O)Nc2cccc3ccccc23)cc1 | -4 | 24 | -1.3 | -2 | nt | 6 | 2 | -0.2 | -1 | -2
O=C(Cn1cnc2c(nnn2-c2ccccc2)c1=O)NCc1ccco1 | -3 | 15 | -0.9 | 5 | 0.5 | 19 | -9 | -0.4 | 5&-5 | -4
CC(C)(C)c1nc2cc(Cl)c([N+](=O)[O-])cc2o1 | -4 | 11 | 0.2 | -1 | 0.4 | 2 | -4 | i | 8 | -4
Cc1ncc([N+](=O)[O-])n1Cc1ccccc1F | 0 | 8 | 0.4 | 6 | 0.2 | 5 | 7 | -0.4 | -16 | -1
COc1ccc(C2=NOC(C(=O)NCc3ccco3)C2)cc1 (stereo not drawn) | 4 | -37 | 19 | -16 | nt | 1 | -1 | -0.8 | 2 | -14
CCN(CCO)C(=O)CC(c1ccccc1)c1cc(Br)ccc1O (stereo not drawn) | 2 | 31 | 0.5 | 6 | nt | -1 | 8 | i | -6 | 1
O=P(CO)(Cc1ccccc1)Cc1ccccc1 | 3 | 6 | -1.2 | 5 | nt | 4 | 1 | i | -19 | 0
COc1ccc(CN2CCN(C(=O)C3CCN(C(=O)Nc4ccccc4)CC3)CC2)cc1OC | nt | nt | -0.7 | -4 | -0.4 | 5 | 2 | i | -6 | -4
COc1ccc(NC(=O)C2CCN(C(=O)[C@@H]3Cc4ccccc4CN3C(=O)OC(C)(C)C)CC2)cc1 | -3 | 16 | 0.1 | -3 | 1.5 | 4 | 3 | -0.2 | 5 | 0
CSc1cccc(NC(=O)c2nnn(Cc3ccccc3)c2N)c1 | -2 | 7 | 0.3 | -7 | nt | 16 | 9 | -0.4 | -12 | -6
O=C1NC(=S)NC(=O)C1Cc1ccccc1O | nt | nt | -0.4 | nt | 0.4 | 6 | 9 | nt | -1 | -2
CC[C@H](C)[C@@H](NC(=O)O[C@@H]1C(=O)c2cc(Br)ccc2O[C@H]1c1cccc(OC)c1)C(=O)OC | 5 | 5 | nt | -8 | nt | -1 | nt | nt | 11 | nt
O=C(Nc1ccccc1)C1(c2ccccc2)CC1(Cl)Cl (stereo not drawn) | 4 | -11 | 0.2 | 0 | nt | -3 | 3 | -3.8 | -15 | 0
CCOCCCNCc1cc(Br)ccc1OCC | -4 | 3 | -0.2 | 0 | 1.8 | 1 | 1 | -0.3 | -12 | -2
COC(=O)[C@]1(C)N[C@H](c2ccc(SC3CCCCC3)c(OC)c2)[C@@H]2C(=O)N(C)C(=O)[C@@H]21 | nt | nt | -0.2 | 12 | 1.3 | 5 | 13 | i | -14 | -5
O=C(CSc1nc2c([nH]c3ccccc32)c(=O)n1-c1ccccc1)N1CCOCC1 | -1 | -2 | -0.6 | -6 | 0.1 | 4 | -1 | -0.3 | -10 | 5
Cc1ccc(C)c(N2CCN(C(=O)Cn3ncn4cccc4c3=O)CC2)c1 | 1 | 49 | -0.5 | -1 | 0.0 | 6 | 7 | -0.2 | -4 | -14

Screens (PubChem)

These rows are one share of the data. The share of hits here may be higher or lower than overall.
